# core dimer inh – inhibitors of HCV core protein dimerization, primary screen, biochemical, TR-FRET, high-throughput; TR-FRET GST/Flag-core106 dimerization, 1536-well; inhibition, % at 5 µM; hit rate 0.33% among 300,000;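 active = inhibition above the mean of all tested compounds plus 3 SD, set per screening campaign, cut at about 45% in these data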
#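 System: GST-tagged and Flag-tagged HCV core protein residues 1-106 / Input: core106 proteins, GST 13.5 nM and Flag 17 nM / Buffer or medium: KF-containing HEPES buffer, pH 7.45, DTT, CHAPS, BSA / Probe or stimulus: Eu-anti-GST and XL665-anti-Flag labelled anti-tag antibodies / Schedule: 4 h, 22.5 °C incubation / Technique: TR-FRET 671 and 617 nm emission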
# TPT1 inh – Candida albicans TPT1 enzyme inhibitors, primary screen, biochemical, fluorescence polarization; AID 1962, 2009; hit rate 0.81% among 300,000; inhibition, % at 5 µM; tRNA 2'-phosphotransferase TPT1 (Candida albicans SC5314); recombinant caTPT1, FP RNA substrate dephosphorylation;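 active = inhibition above the mean of all tested compounds plus 3 SD, set per screening campaign, cut at about 24% in these data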;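 also: plate controls were DMSO alone for no effect and ferristatin control at 100 nM for full effect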
# PP1 counter – PP1-alpha phosphatase inhibitors, primary screen, counter-screen for PP5 inhibitor project, biochemical, fluorescence, OMFP substrate, single point | Serine/threonine-protein phosphatase PP1-alpha catalytic subunit (Homo sapiens), P62136 | purified PP1alpha | inhibition, % at 6.7 µM | hit rate 0.9% among 320,000 | AID 2235, 2010;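 active = inhibition above the mean inhibition of all tested compounds plus 3 SD, computed separately for each screening campaign, cut at about 15% in these data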
# Target sequence (P62136 whole entry, looked up): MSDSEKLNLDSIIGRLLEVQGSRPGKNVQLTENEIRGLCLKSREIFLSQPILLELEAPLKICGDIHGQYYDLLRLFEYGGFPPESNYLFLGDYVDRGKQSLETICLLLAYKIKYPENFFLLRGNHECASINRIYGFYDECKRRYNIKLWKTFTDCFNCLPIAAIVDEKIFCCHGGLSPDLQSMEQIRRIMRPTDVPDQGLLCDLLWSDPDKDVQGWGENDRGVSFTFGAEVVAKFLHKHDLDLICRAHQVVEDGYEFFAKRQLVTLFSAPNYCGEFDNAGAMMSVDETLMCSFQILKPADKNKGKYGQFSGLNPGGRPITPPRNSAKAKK
# CTSL1 counter – Fasciola hepatica cathepsin L1 inhibitors, primary screen, counter-screen for PFM18AAP inhibitor project, biochemical, QFRET, fluorogenic peptide substrate; recombinant F. hepatica cathepsin L1, Z-Leu-Arg-MCA fluorescence; inhibition, % at 5.96 µM; hit rate 0.49% among 300,000;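 active = inhibition above the mean of all tested compounds plus 3 SD, set per screening campaign, cut at about 17% in these data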;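 also: 0% = plate median of test compound wells and 100% = 1 µM Z-Phe-Ala-diazomethylketone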
# JMJD2C inh – inhibitors of GASC-1 histone demethylase, primary screen, biochemical, fluorescence, DELFIA europium. Lysine-specific demethylase 4C (Homo sapiens), Q9H3R0. GST-JMJD2C(1-420) H3K9me3 demethylation. inhibition, % at 2.35 µM. hit rate 0.069% among 330,000;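 active = more than half of a compound's replicate wells show inhibition beyond 50%, single wells judged on their own value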;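 also: signal counts dimethyl H3K9 product captured on neutravidin plate; 0% = median of DMSO wells and 100% = 0.3 times that DMSO median; strong numbers were not always called active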
# Target sequence (Q9H3R0 1-420 limits assumed): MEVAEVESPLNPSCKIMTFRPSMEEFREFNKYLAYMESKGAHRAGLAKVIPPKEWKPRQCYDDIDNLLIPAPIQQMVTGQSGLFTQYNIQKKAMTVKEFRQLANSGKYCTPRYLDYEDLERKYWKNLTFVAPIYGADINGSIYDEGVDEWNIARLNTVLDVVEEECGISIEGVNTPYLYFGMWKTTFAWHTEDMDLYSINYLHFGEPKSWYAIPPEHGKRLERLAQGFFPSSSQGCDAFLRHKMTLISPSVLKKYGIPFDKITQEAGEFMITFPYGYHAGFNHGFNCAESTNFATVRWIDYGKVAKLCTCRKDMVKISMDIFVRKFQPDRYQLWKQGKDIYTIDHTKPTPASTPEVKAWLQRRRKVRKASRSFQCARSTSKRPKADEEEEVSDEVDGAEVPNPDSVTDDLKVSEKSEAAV
# PP5 primary – PP5 phosphatase inhibitors, primary screen, biochemical, fluorescence; Serine/threonine-protein phosphatase 5 (Homo sapiens), P53041; purified PP5c, OMFP substrate fluorescence; inhibition, % at 6.7 µM; hit rate 0.18% among 320,000; AID 1987, 2009;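 active = inhibition above the campaign's mean inhibition across all tested compounds plus 3 SD, cut at about 9.5% in these data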;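 also: 0% = DMSO only and 100% = 100 µM cantharidin control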
# proCasp7 act – procaspase-7 activators, primary screen, counter-screen for procaspase-3 activator project, biochemical, absorbance, HTS, human. recombinant procaspase-7, Ac-DEVD-pNA absorbance 405 nm; D23A/D198A/D206A triple mutant, cannot self-cleave; scale: DMSO 0, 5 µM enzyme 100. activation, % at 8.5 µM. hit rate 0.093% among 330,000. AID 463210, 2010;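 active = percent activation above the screen-wide mean plus 3 SD, cut at about 25% in these data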
#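 signal = Epi-absorbance of released pNA at 405 nm, two timepoints | assay system = Uncleavable procaspase-7 mutant enzyme | reagent = Ac-DEVD-pNA substrate, 400 µM as added | times = 1 h enzyme–compound preincubation and 2 h substrate reaction, both 25 °C | benchmarks = low DMSO alone, high DMSO plus 5 µM PC-7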
# proCasp3 act – activators of human procaspase-3 D3A mutant, primary screen, biochemical, absorbance, PC-3 D3A mutant, single concentration; Caspase-3 (Homo sapiens), P42574; hit rate 0.11% among 330,000; recombinant procaspase-3 D3A, Ac-DEVD-pNA absorbance 405 nm; activation, % at 8.5 µM;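 active = activation above the mean of all tested compounds plus 3 SD, cut at about 21% in these data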;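 also: 0% = DMSO alone and 100% = DMSO wells spiked with extra 5 µM PC-3 D3A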
# Target sequence (P42574 whole entry D9A/D28A/D175A): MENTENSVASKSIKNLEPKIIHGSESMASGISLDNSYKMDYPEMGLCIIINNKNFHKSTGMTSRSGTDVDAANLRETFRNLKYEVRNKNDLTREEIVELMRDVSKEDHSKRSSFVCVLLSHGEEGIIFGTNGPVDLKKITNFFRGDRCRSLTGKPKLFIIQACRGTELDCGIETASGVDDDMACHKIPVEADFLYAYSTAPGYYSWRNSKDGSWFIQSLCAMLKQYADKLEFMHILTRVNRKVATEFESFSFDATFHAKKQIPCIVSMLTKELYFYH
#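 Compound: 8.5 µM single point, 0.8% DMSO / Material: Autoprocessing-dead procaspase-3 D3A mutant enzyme / Timing: 1 h preincubation plus 2 h reaction at 25 °C / Medium: Zinc-free HEPES/NaCl buffer with 0.01% Triton X-100 at pH 7.4 / Technique: 405 nm absorbance of p-nitroaniline, reads at 0 and 120 min / Repeats: one well per compound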
# Efflux pump mplx – inhibitors of Candida efflux pumps in yeast, primary screen, S. cerevisiae, Nile Red, multiplex. S. cerevisiae Candida pump triplex. AID 485275, 2010. inhibition, % at 10 µM. hit rate 0.44% among 330,000;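 active = plate passing quality check with inhibition over a set limit, or well fluorescence over plate mean plus 4 SD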;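 also: Nile Red retained in pooled yeast measured as flow cytometry median fluorescence; 0% = buffer negative control and 100% = Enniatin B positive control; higher means more Nile Red kept so more efflux inhibition; some compounds called inactive have numbers as strong as hits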
# The depositor's hits bear a star; / = not tested or not shown.
item	canonical_smiles	core dimer inh	TPT1 inh	PP1 counter	CTSL1 counter	JMJD2C inh	PP5 primary	proCasp7 act	proCasp3 act	Efflux pump mplx
1	COc1ccc(Cc2nnc(SCC(=O)NC3CCCCC3)n2C)cc1	4	-3	-5	0	-8	1.7	3	-10	0.0
2	CCOc1cccc(C(=O)Nc2cnn(Cc3ccccc3)c2)c1	-2	0	0	0	9	1.8	-3	1	0.0
3	COc1ccccc1N(CC(=O)NC(C)C)S(=O)(=O)c1cccs1	-6	-2	1	2	-10	-1.1	-6	-4	-0.3
4	Cc1ccc2oc(=O)c3cc(C(=O)NCCCN4CCN(C)CC4)sc3c2c1	4	0	-4	1	-6	-1.1	-8	2	-0.1
5	CC(=O)Nc1ccc(S(=O)(=O)N2CCn3cccc3C2C)cc1 (stereo unspecified)	/	/	1	/	-9	1.8	-21	-8	0.0
6	Cc1cc(C)c2oc(C(=O)Nc3ccc(S(=O)(=O)N4CCCC(C)C4)cc3)cc(=O)c2c1 (stereo unspecified)	16	0	0	-3	5	4.8	2	1	-0.1
7	O=C(NCC(=O)N1CCN(S(=O)(=O)c2cccc(F)c2)CC1)c1ccc(Br)o1	-2	0	-3	3	8	0.4	12	-5	0.0
8	COc1cccc(OC)c1C(=O)OCC(=O)NC1CCCCCC1	/	/	2	/	11	3.5	-6	3	0.7
9	Cc1ccccc1CN1CCN(C(C)C(=O)NNC(=O)c2ccc(F)cc2)CC1 (stereo unspecified)	/	/	-4	/	-1	0.6	0	1	0.1
10	CC(OC(=O)/C(C#N)=C/c1ccc(N(C)C)cc1)C(=O)N(C)Cc1ccccc1 (stereo unspecified)	7	107*	1	4	5	2.0	-11	-31	0.1
11	CSc1nc(Cl)cc(Nc2ccc(O)cc2)n1	-3	-1	-2	0	14	3.7	-8	-4	0.4
12	COCCN(C(=O)COC(=O)c1ccccc1NCc1ccco1)c1c(N)n(Cc2ccccc2)c(=O)[nH]c1=O	3	0	-2	0	1	1.7	10	-15	0.1
13	CN(C)S(=O)(=O)c1cccc(COC(=O)C2=COCCO2)c1	-2	-6	-3	-4	11	0.0	7	-5	0.0
14	Cc1ccc(CNC(=O)C2CCCCN2S(=O)(=O)c2ccccc2)cc1 (stereo unspecified)	1	1	0	-2	-13	1.9	5	-8	0.1
15	O=[N+]([O-])c1cccnc1N1CCC(c2cc(-c3cccc(C(F)(F)F)c3)n[nH]2)CC1	-6	-5	4	-2	19	10*	-2	-15	0.1
16	CN1CCc2c(sc(/N=C/c3cc(Cl)ccc3O)c2C#N)C1	1	27*	-2	-2	-19	2.0	-6	3	0.1
17	COc1ccc(N(CC(=O)NCc2ccc(Cl)cc2)S(=O)(=O)c2c(C)noc2C)cc1	-2	-3	0	5	-9	-7.3	-1	1	1.1
18	COc1cc(C(=O)NC2CCCC(C)C2C)ccc1OCC(=O)N1CCOCC1 (stereo unspecified)	/	/	-1	/	-34	4.1	-15	-2	0.0
19	O=C(c1ccc(C(F)(F)F)cc1)N1CCC(=O)N(C(COCc2ccc(Cl)cc2)Cc2ccccc2)CC1 (stereo unspecified)	4	1	9	4	11	4.2	-6	1	/
20	O=c1c2ccccc2nc(COc2ccccc2)n1/N=C/c1ccc(O)c(O)c1	-3	-3	4	7	-14	1.6	-10	0	-0.1
21	COc1ccc(NC(=O)CSc2nnc(-c3ccncc3)o2)c(OC)c1	-4	-2	-3	-6	-1	1.2	10	1	-0.1
22	COc1ccc(NC(C)=O)cc1NC(=O)CCn1c(=O)sc2ccccc21	-5	-1	4	-1	9	-0.4	5	4	0.0
23	O=c1c2c3c(sc2ncn1Cc1ccc(F)cc1)CCC3	45	27*	6	-1	7	0.4	-5	-5	-0.1
24	Cc1cc(C)n2nc(C(=O)OCC(=O)Nc3cc(Cl)ccc3C)nc2n1	/	/	0	/	5	2.6	5	0	0.1
25	Cc1nnc(SCc2cccc(Oc3ccccc3)c2)n1N	1	0	-6	-1	-3	2.8	4	-3	0.3
26	CC1(C)c2ccccc2N2CC(=O)NC21/C=C/c1ccco1 (stereo unspecified)	6	20	2	0	-1	0.7	-14	-9	-0.1
27	O=c1[nH]c(CSc2ncn[nH]2)nc2ccccc12	-1	0	-4	0	5	2.2	-2	-10	0.2
28	CN1C(=O)c2oc3ccccc3c(=O)c2C1c1ccncc1 (stereo unspecified)	-3	-3	-1	1	6	-0.1	-20	-14	0.0
29	COc1ccccc1OCCN(C#N)c1nc(N(C)C)nc(N(C)C)n1	1	-8	-3	4	-13	1.1	3	-3	0.1
30	COc1ccccc1C(=O)N/C(=N/c1nc(C)cc(C)n1)Nc1ccccc1	0	0	3	4	12	1.2	13	3	0.1
31	CC(=O)[C@@]1(O)CC[C@H]2[C@@H]3C[C@H](C)C4=CC(=O)CC[C@]4(C)[C@H]3CC[C@@]21C	11	-5	-1	4	-4	-0.6	-1	1	0.1
32	Cc1cccc([C@@H]2[C@@H]3C(=O)N(Cc4ccccc4)C(=O)[C@@H]3[C@]3(Cc4ccccc4)C(=O)N(c4cccc(Cl)c4)C(=O)N23)c1	29	0	11	-1	0	6.6	3	-7	0.1
33	NC(=O)COc1ccc2c3c(c(=O)oc2c1)CCCCC3	-1	-2	-2	8	-7	-2.2	3	3	-0.2
34	COCCNC(=O)C/C(C)=N/NC(=O)C(=O)NC1CCCCC1	-6	-1	-6	-1	-14	-0.6	-8	-1	-0.2
35	Cn1nc2sc3ccccc3n2c(=O)c1=O	-12	-4	6	-2	14	3.7	-1	-1	-0.1
36	Cc1onc(-c2c(Cl)cccc2Cl)c1C(=O)NCCCN1CCOCC1	-8	1	-2	1	/	1.9	13	5	0.2
37	CCOCCCNC(=O)N1CCOCC1	1	-1	-1	1	12	-0.1	-6	10	-0.1
38	COC(=O)c1c(C)[nH]c(C(=O)N2CCN(c3ccc(OC)cc3)CC2)c1C	5	-11	-3	2	-34	-0.3	0	8	-0.1
39	COc1ccc(N(CC(=O)NC2CCCC2)C(=O)CCC(=O)Nc2nc(C)cs2)cc1OC	7	-2	0	-1	5	1.2	3	5	0.1
40	Cc1ccc(S(=O)(=O)NCC(=O)OC(C)C(=O)c2ccccc2)cc1 (stereo unspecified)	1	2	-3	-63	4	-1.7	5	-8	0.0
41	COc1cc(C(=O)N[C@H](C(=O)NC2CCCc3ccccc32)C(C)C)cc(OC)c1OC (stereo partly specified)	/	/	/	/	0	/	5	7	0.2
42	COc1ccc(NC(=O)N2CCCC(C(=O)Nc3cccc(C)c3C)C2)cc1 (stereo unspecified)	-13	1	-2	1	-2	3.8	8	-9	0.1
43	O=C(CN(c1cccc(Cl)c1)S(=O)(=O)c1ccc(Cl)cc1)N1CCc2ccccc2C1	6	-5	5	-4	0	1.7	1	2	-0.9
44	Cc1cc(C)nc(Nc2ccc(C(=O)O)cc2)n1	-2	3	-4	2	-2	2.4	-5	-8	0.0
45	Cc1cc(OCC(=O)NCC(O)c2ccccc2)c2c(C)c(C)c(=O)oc2c1 (stereo unspecified)	-8	-4	-2	2	1	1.0	2	3	-0.1
46	CCOc1cc2c(cc1OCC)C(C(=O)O)C(c1cc(Br)c(O)c(OC)c1)N(C)C2=O (stereo unspecified)	0	-3	0	-1	/	0.4	8	-5	0.1
47	CCOc1cccc(C(=O)Nc2ccc(N3CCCC3)cc2)c1	9	8	16*	-1	22	3.7	1	-2	-0.1
48	COc1ccccc1C(=O)O/N=C(\N)c1ccccc1Cl	-2	-4	0	-3	1	-1.1	9	4	-0.2
49	CN1CCN(c2nc(-c3cccs3)nc3ccccc23)CC1	-6	3	-5	4	-3	1.7	6	3	0.1
50	Cc1oc2c(c1C(=O)Nc1cccc3ccccc13)CCCC2	14	-4	0	3	-5	1.1	-3	8	-0.2
51	O=C(/C=C/c1ccc(N2CCC(c3ccccc3)=N2)cc1)c1ccccc1	13	115*	-10	4	-5	-8.3	-18	-20	1.1
52	CC(=O)Cc1nsc(NC(=O)c2cccs2)n1	-4	0	-3	5	15	1.2	10	2	-0.2
53	CSc1cccc(NC(=O)C2CCN(C(=O)c3ccccc3C)CC2)c1	0	11	1	-1	-6	-1.8	-3	-10	-0.1
54	CCc1nnc(NS(=O)(=O)c2ccc(NS(=O)(=O)c3ccccc3)cc2)s1	0	1	-11	6	6	-1.3	2	3	-0.1
55	Cc1cc(C)c(C2=CC(c3ccccc3)n3ncnc3N2)cc1C (stereo unspecified)	12	-1	2	2	12	4.8	2	-4	0.0
56	Fc1c(F)c(-n2nnc3ccccc32)c(F)c(F)c1Cl	-1	1	-1	2	-7	3.0	-2	4	2.6

# Some of the entries so far, with one line to a screen:
21. COc1ccc(NC(=O)CSc2nnc(-c3ccncc3)o2)c(OC)c1
11. CSc1nc(Cl)cc(Nc2ccc(O)cc2)n1
Screen / compound no.	21	11
core dimer inh	-4	-3
TPT1 inh	-2	-1
PP1 counter	-3	-2
CTSL1 counter	-6	0
JMJD2C inh	-1	14
PP5 primary	1.2	3.7
proCasp7 act	10	-8
proCasp3 act	1	-4
Efflux pump mplx	-0.1	0.4

# Additional compounds follow:
item	canonical_smiles	core dimer inh	TPT1 inh	PP1 counter	CTSL1 counter	JMJD2C inh	PP5 primary	proCasp7 act	proCasp3 act	Efflux pump mplx
57	CCOC(=O)c1csc(NNC=O)n1	1	2	0	2	-4	-0.1	4	8	0.0
58	COCCn1nnnc1C(c1ccccn1)N1CCN(c2cc(Cl)ccc2C)CC1 (stereo unspecified)	9	-2	-2	-4	-5	-1.2	7	4	0.1
59	CC1(C)Cc2c(sc3nc(NCCN4CCOCC4)n4ncnc4c23)CO1	2	-1	-2	0	-3	-1.4	2	-2	-0.1
60	COc1ccc(NC(=S)N2CCN(c3ccc([N+](=O)[O-])cc3)CC2)cc1OC	2	-3	-2	4	-4	3.5	-14	-13	0.1
61	COc1ccc(C(=O)c2nccc3ccccc23)cc1	-1	1	-1	4	4	2.4	5	-4	0.0
62	CC(C)C(NC(=O)CSc1ccc(Cl)cc1)C(C)C	1	3	-3	-2	5	2.5	-2	-1	-0.1
63	CC(NCC(=O)Nc1cc(S(=O)(=O)N2CCOCC2)ccc1Cl)c1ccc(Cl)cc1Cl (stereo unspecified)	7	-2	-2	0	0	-0.8	-1	1	0.0
